Screening data as filed in PubChem.
CHRM1 agonist: activates human CHRM1 receptor | P11229 | CHO-K1 hM1, Fluo-8 calcium fluorescence, agonist mode; 0% DMSO, 100% acetylcholine EC100 | activation, % at 3 µM | 360,000 tested, 0.33% active | AID 588814;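 active = activation above the run's mean compound activation plus 3 SD, cut at about 16% in these data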;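 note: peak over basal fluorescence ratio within a 140 s kinetic read after compound addition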
Target sequence (P11229 whole entry, looked up): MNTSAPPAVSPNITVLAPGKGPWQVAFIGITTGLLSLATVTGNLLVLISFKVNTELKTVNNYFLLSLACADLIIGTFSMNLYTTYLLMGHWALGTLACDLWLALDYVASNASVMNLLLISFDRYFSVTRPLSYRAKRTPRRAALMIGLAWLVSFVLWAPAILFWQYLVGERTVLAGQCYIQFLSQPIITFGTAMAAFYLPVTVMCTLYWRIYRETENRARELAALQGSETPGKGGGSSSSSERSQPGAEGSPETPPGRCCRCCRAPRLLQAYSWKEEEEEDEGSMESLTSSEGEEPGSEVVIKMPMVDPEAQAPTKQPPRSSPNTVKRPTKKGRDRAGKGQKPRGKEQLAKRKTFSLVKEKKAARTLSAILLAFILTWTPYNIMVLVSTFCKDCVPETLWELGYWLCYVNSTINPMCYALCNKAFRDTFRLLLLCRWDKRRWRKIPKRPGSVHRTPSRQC
OXTR potentiator: potentiates the human oxytocin receptor response | CHO-OTR cells, Fluo-8 calcium fluorescence, potentiator mode; 0% = oxytocin EC15, 100% = EC100 | activation, % at 3 µM | 320,000 tested, 0.061% active | AID 2445;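 active = activation above that plate's cutoff, the mean activation of tested compounds plus 3 SD, cut at about 6.6% in these data, passing the limit was not always enough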;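 note: 100% uses oxytocin at 75 nM as the full agonist control; some results filed as inactive read as strong as hits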
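System: human OTR in CHO cells / Also added: sub-maximal oxytocin, roughly EC15 / Control set: EC15 oxytocin low, 75 nM oxytocin high / Schedule: 6 min compound pre-incubation at room temperature, 100 s kinetic read / Compound: single-point 3.0 µM / Replication: singlicate / Technique: Fluo-8 calcium dye fluorescence / Read-out basis: % activation of max/min ratio relative to oxytocin controls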
CHO parental Ca: signal in parental CHO cells, OX1R antagonist counter-screen; 330,000 tested, 0.63% active; parental CHO-K1, ATP-induced calcium, Fluo-8 fluorescence; inhibition, % at 5.6 µM;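 active = inhibition above that plate's mean sample inhibition plus 3 SD, cut at about 26% in these data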;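 note: 0% = ATP-challenged DMSO wells and 100% = DMSO wells without ATP; some compounds past the cut are filed as inactive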
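Material: parental CHO cells / Compound: single nominal dose of 5.6 µM per compound / Signal: Fluo-8 fluorescence / Replicates: singlicate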
TAAR1 antagonist: human TAAR1 antagonism. 360,000 tested, 1.5% active. inhibition, % at 3 µM. CHO RD-HGA16 TAAR1, Fluo-8 calcium fluorescence, antagonist. Q96RJ0;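 active = inhibition above a per-plate cutoff, the mean inhibition of test compounds on that plate plus 3 SD, cut at about 49% in these data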;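 note: 0% = DMSO plus EC80 beta-PEA response and 100% = DMSO alone without agonist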
Target sequence (Q96RJ0 whole entry, looked up): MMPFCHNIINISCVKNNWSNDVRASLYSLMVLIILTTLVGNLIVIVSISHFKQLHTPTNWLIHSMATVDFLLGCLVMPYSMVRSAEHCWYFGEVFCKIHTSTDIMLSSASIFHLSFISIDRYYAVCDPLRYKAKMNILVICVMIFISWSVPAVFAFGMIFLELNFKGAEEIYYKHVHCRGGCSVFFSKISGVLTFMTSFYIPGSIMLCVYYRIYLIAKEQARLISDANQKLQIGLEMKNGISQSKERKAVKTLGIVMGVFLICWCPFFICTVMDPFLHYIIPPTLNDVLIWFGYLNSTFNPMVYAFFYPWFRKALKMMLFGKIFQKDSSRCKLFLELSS
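Test system: hTAAR1-expressing CHO RD-HGA16 cells, Gα16-coupled; Probe or stimulus: EC80 β-phenethylamine stimulus; Compound dosing: single nominal final test compound concentration of 3 µM; Timing: 140 s kinetic read after compound, 140 s after agonist; Signal: Fluo-8 calcium-sensitive fluorescence; Measure: % inhibition of agonist calcium response; Controls: DMSO and EC80 PEA controls.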
CHO-K1 Ca antag: nonselective inhibitor or artifact in parental CHO-K1 cells | inhibition, % at 3 µM | AID 602250 | ATP-induced calcium, Fluo-8 fluorescence | 360,000 tested, 0.6% active;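 active = inhibition above a per-plate cutoff, the plate's mean sample inhibition plus 3 SD, cut at about 24% in these data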;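 note: 0% = DMSO plus EC80 ATP and 100% = DMSO alone without ATP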
TAAR1 ag: agonists of human TAAR1; 360,000 tested, 0.99% active; CHO RD-HGA16 TAAR1, Fluo-8 calcium fluorescence; vehicle wells 0%, saturating PEA agonist 100%; activation, % at 3 µM; AID 624467; Q96RJ0;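 active = activation above the mean activation of all test compounds in the run plus 3 SD, cut at about 38% in these data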
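System: CHO-derived RD-HGA16 cells with stable Gα16 and human TAAR1. Times: 17-24 h plating, Fluo-8 75 min 37 °C, 30 min RT. Measured by: calcium-sensitive Fluo-8 signal, excitation 470-495, emission 515-575 nm. Read-out basis: % activation relative to PEA EC100 response. Control set: DMSO and PEA EC100. Repeats: no replicates (n 1).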
CHO-K1 Ca PAM: nonselective activator or artifact in parental CHO-K1 calcium assay; ATP EC20, Fluo-8 calcium fluorescence; 0% at ATP EC20, 100% at ATP max; activation, % at 3 µM; 360,000 tested, 0.02% active; AID 602247;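 active = activation above the run cutoff, the mean activation of all test compounds plus 3 SD, cut at about 40% in these data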;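 note: peak over basal fluorescence ratio in a 140 s read after ATP addition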
M1 antag: antagonists of human M1 muscarinic receptor | P11229 | 360,000 tested, 1.3% active | CHO-K1 hM1, Fluo-8 calcium fluorescence, ACh EC80 antagonist | AID 588852 | inhibition, % at 3 µM;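 active = percent inhibition above its own plate's cutoff, namely the mean of that plate's compound wells plus 3 SD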;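 note: peak over basal fluorescence ratio during 140 s after agonist addition; 0% = ACh EC80 plus DMSO and 100% = DMSO alone without agonist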
M1 ag parental: M1 agonist counterscreen hit in parental CHO-K1 cells. Fluo-8 calcium fluorescence; scaled to maximal ATP response, vehicle zero. activation, % at 3 µM. 360,000 tested, 0.48% active; in the data active = activation above about 15%;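 note: untransfected CHO-K1 host cells lacking M1 receptor as counterscreen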
Numbers without * were called inactive; . = not tested or not shown.

Results follow in this order: CHRM1 agonist	OXTR potentiator	CHO parental Ca	TAAR1 antagonist	CHO-K1 Ca antag	TAAR1 ag	CHO-K1 Ca PAM	M1 antag	M1 ag parental
> Nc1nc(N2C(=O)C3CC=CCC3C2=O)nn1-c1ccccc1 (stereo not given)
→ -4	4	0	6	-19	1	24	-4	0.3
> O=C(Nc1ccccc1Br)C1CC(=O)N(c2ccc3c(c2)OCCO3)C1 (stereo not given)
→ -4	1	3	-13	17	2	4	-15	0.8
> COc1ccc(Cl)c(-c2cc(C(=O)Nc3ccc(F)cc3)[nH]n2)c1
→ 0	.	.	34	10	2	-8	11	4.5
> Cc1ccc(-n2c(C)nnc2SCC(=O)N2CCOCC2)cc1
→ -2	-5	10	-14	-5	0	5	-8	0.4
> COc1ccc(-n2c(C)c(C(C)=O)c3cc(OC(C)=O)ccc32)cc1
→ -1	.	.	11	14	3	2	-14	0.7
> CC(=O)c1ccc(OCc2cc(C(=O)N(C)Cc3ccon3)no2)cc1
→ -1	.	.	14	-1	1	-5	1	1.0
> CC1CCCCN1CCCNC(=O)c1ccc2c(=O)n(CCc3ccccc3)c(=O)[nH]c2c1 (stereo not given)
→ -5	-12	-14	-5	-5	1	19	0	1.0
> Clc1ccc(-c2nnc(CSc3nnc(-c4cccs4)n3Cc3ccccc3)o2)cc1
→ -3	-14	23	17	20	1	6	20	8.6
> COc1ccc(-c2cc(C(=O)NC3CCCCC3)no2)cc1OC
→ 0	-5	-9	11	-8	1	-6	-12	0.1
> Cc1nsc2c1ccc1ccccc12
→ -8	-5	-6	-25	-6	1	14	-3	0.1

A second format for 2 compounds above.
smiles | CHRM1 agonist | OXTR potentiator | CHO parental Ca | TAAR1 antagonist | CHO-K1 Ca antag | TAAR1 ag | CHO-K1 Ca PAM | M1 antag | M1 ag parental
O=C(Nc1ccccc1Br)C1CC(=O)N(c2ccc3c(c2)OCCO3)C1 (stereo not given) | -4 | 1 | 3 | -13 | 17 | 2 | 4 | -15 | 0.8
COc1ccc(-c2cc(C(=O)NC3CCCCC3)no2)cc1OC | 0 | -5 | -9 | 11 | -8 | 1 | -6 | -12 | 0.1

(further entries)
Results follow in this order: CHRM1 agonist	OXTR potentiator	CHO parental Ca	TAAR1 antagonist	CHO-K1 Ca antag	TAAR1 ag	CHO-K1 Ca PAM	M1 antag	M1 ag parental
> OCCNC(=S)Nc1ccc2c(c1)OCCO2
→ -3	-4	5	12	0	3	8	0	0.4
> CCOc1ccc(C(=O)CCNC(Cc2cnc[nH]2)C(=O)O)cc1 (stereo not given)
→ -2	-1	-9	-2	-11	9	5	-24	0.1
> COc1ccccc1N(CC(=O)NC1CCCC1)C(=O)C1(C)CC(=O)N=C2C=CC(C)=CN21 (stereo not given)
→ -5	0	-10	-11	-7	2	13	-5	0.8
> COc1cccc(CNC(=O)C2CCCN(c3ncnc4c3nc3n4CCCCC3)C2)c1 (stereo not given)
→ -4	-6	-30	-4	-12	0	11	-5	3.5
> Cc1nc2ccccn2c1C(=O)NN=C1CCN(C)CC1
→ -4	-1	-23	0	-15	2	12	-14	1.3
> O=C(Nc1ccc(-c2nc3ccccc3o2)cc1)c1ccc2c(c1)OCO2
→ -2	-6	-25	5	3	7	-5	4	0.3
> O=S(=O)(c1cccc2ccccc12)N1CCC2CC1c1cc(Cl)ccc12 (stereo not given)
→ -3	.	.	-15	-12	3	13	-10	0.7
> O=C(Nc1ncccn1)C1=C(O)c2ccccc2S(=O)(=O)N1Cc1ccccc1
→ -2	-11	10	-1	-14	1	12	-9	0.7
> CCCC(=O)Nn1cnc2c(c1=O)C1(CCCCC1)Cc1ccccc1-2
→ -2	-6	-23	20	19	1	1	12	-0.2
> COc1ccc(CC(=O)Nc2ccc(C)c(S(=O)(=O)N3CCCCCC3)c2)cc1
→ -6	-5	-21	10	-12	9	19	5	3.0
> O=c1[nH]c2ccc(Cl)cc2c(=O)n1Cc1ccco1
→ -3	-11	-18	13	-8	11	14	2	0.8
> O=C(COC(=O)c1ccc(S(=O)(=O)N2CCCC2)cc1)Nc1cccnc1Cl
→ -14	-9	-13	-5	-4	6	27	-14	2.1
> CC[C@H](C)[C@@H](CNC)NC[C@@H](Cc1ccc(O)cc1)NCC(C)(C)C
→ -10	2	-10	-14	-8	20	3	-1	0.5
> COc1ccc2cc(CN(CCc3ccccc3)Cc3nnnn3CC3CCCO3)c(=O)[nH]c2c1 (stereo not given)
→ -7	-4	-5	57*	-15	92*	6	0	2.9
> CC(C)OC(=O)CN1CCN(c2ccc(Cl)cc2)CC1
→ -1	-1	-7	-8	-6	2	12	-6	3.8
> COc1ccc(CC(N)c2csc(Nc3cc(NCc4ccco4)ncn3)n2)cc1 (stereo not given)
→ 2	.	.	11	11	8	6	1	3.9
> COc1ccc(S(=O)(=O)N2CCC(C(=O)NCCOc3ccccc3F)CC2)cc1OC
→ -5	0	-14	5	9	7	-6	-5	-0.2
> O=C(CCSCc1ccccc1F)NCc1ccc(F)cc1
→ -4	-8	-7	-13	-5	-2	-14	-16	0.6
> CC(NS(=O)(=O)c1ccc(Cl)cc1)C(=O)Nc1ccc2c(c1)OCCO2 (stereo not given)
→ -4	-3	-8	5	-11	0	7	-5	2.1
> Cc1ccc(C(=O)NCCCNC(=O)COc2ccccc2Cl)cn1
→ -4	0	9	16	-7	-2	10	6	9.0
> COc1ccc(C(=O)CC(=O)C(=O)Nc2ccccc2)cc1
→ -3	-6	-9	10	-18	1	-4	-10	0.1
> COc1ccccc1N1CCN(S(=O)(=O)Cc2ccccc2Cl)CC1
→ -1	-9	-14	21	4	17	-3	18	2.6
> COc1ccc(CCNC(=O)c2cc(-c3cc(C)cc(C)c3O)n[nH]2)cc1OC
→ -3	-7	-28	27	-5	6	7	-9	2.7
> O=c1c2ccccc2nc2n1CCCS2
→ -12	-3	-7	-35	-17	4	10	-8	0.9
> COc1cc(/C=C/C(=O)OCC(=O)Nc2ccc(Cl)cn2)ccc1O
→ 1	-9	-14	5	-22	7	10	1	1.3
> COc1ccccc1NC(=O)CSc1sc2c(O)cc(=O)[nH]c2c1C#N
→ -3	-6	8	-15	-15	0	3	3	1.2
> CC(C)(C)c1ccc(CC(=O)N2CCC2(C)C(=O)NCc2cccc3ccccc23)cc1 (stereo not given)
→ 6	.	.	2	-10	6	13	-14	1.9
> CCCCCCCCN1C(=O)N(C)C(N(O)C(=O)NC)C1(C)C (stereo not given)
→ -4	-8	-18	.	-3	.	16	-11	-0.5
> COC(=O)c1sc(N)c(C(=O)OC)c1COC(=O)CNS(=O)(=O)c1ccc(C)cc1
→ 2	-2	-15	-24	3	3	6	2	0.0
> Cc1ncc(CO)c2c1OC(C)(C)OC2
→ -5	1	-9	-1	-13	3	17	1	0.8

Compound profiles, as listed above. Order of values: CHRM1 agonist, OXTR potentiator, CHO parental Ca, TAAR1 antagonist, CHO-K1 Ca antag, TAAR1 ag, CHO-K1 Ca PAM, M1 antag, M1 ag parental
Record of COc1ccccc1N1CCN(S(=O)(=O)Cc2ccccc2Cl)CC1 : -1, -9, -14, 21, 4, 17, -3, 18, 2.6
Record of COc1ccc(C(=O)CC(=O)C(=O)Nc2ccccc2)cc1 : -3, -6, -9, 10, -18, 1, -4, -10, 0.1
Record of Cc1ncc(CO)c2c1OC(C)(C)OC2 : -5, 1, -9, -1, -13, 3, 17, 1, 0.8
Record of COC(=O)c1sc(N)c(C(=O)OC)c1COC(=O)CNS(=O)(=O)c1ccc(C)cc1 : 2, -2, -15, -24, 3, 3, 6, 2, 0.0

Arranged by SMILES length (low to high): some entries from above.
Results follow in this order: CHRM1 agonist	OXTR potentiator	CHO parental Ca	TAAR1 antagonist	CHO-K1 Ca antag	TAAR1 ag	CHO-K1 Ca PAM	M1 antag	M1 ag parental
> Cc1ccc(-n2c(C)nnc2SCC(=O)N2CCOCC2)cc1
→ -2	-5	10	-14	-5	0	5	-8	0.4
> O=C(Nc1ncccn1)C1=C(O)c2ccccc2S(=O)(=O)N1Cc1ccccc1
→ -2	-11	10	-1	-14	1	12	-9	0.7
> COc1ccc(CCNC(=O)c2cc(-c3cc(C)cc(C)c3O)n[nH]2)cc1OC
→ -3	-7	-28	27	-5	6	7	-9	2.7

Following part
Results follow in this order: CHRM1 agonist	OXTR potentiator	CHO parental Ca	TAAR1 antagonist	CHO-K1 Ca antag	TAAR1 ag	CHO-K1 Ca PAM	M1 antag	M1 ag parental
> NC(=O)c1ccc(C(F)(F)F)n(Cc2c(Cl)cccc2Cl)c1=O
→ 0	-7	19	-4	-22	31	39	-10	6.6
> O=C(CSc1nc2ccccc2[nH]1)NC1CCCC1
→ -3	-8	-10	-4	-18	0	-3	-10	2.0
> COC(=O)C(Cc1ccccc1)NC(=O)CNC(=O)c1sc2ccccc2c1Cl (stereo not given)
→ -2	-11	4	2	-17	1	9	0	5.6
> CC(=O)Nc1ccc(NC(=O)CSC2=NS(=O)(=O)c3ccccc3N2)cc1
→ -1	2	2	-4	-2	-1	2	-16	0.6
> O=C1CCN(Cc2ccccc2)C(=O)N1
→ -1	.	.	-5	-10	1	12	-11	1.2
> CCOC(=O)c1ccc(NC(=S)NNC(=O)COC)cc1
→ -3	-3	-3	-6	-4	-1	19	-5	0.1
> Cc1[nH]n(-c2ccccc2)c(=O)c1N=Nc1nccs1
→ 3	-2	12	8	-6	42*	15	7	6.9
> O=C1C=C(N2CCOCC2)CCC1
→ -5	1	-3	18	-10	5	-4	1	0.0
> CCCOc1ccc(/C=C/C(=O)N2CCN(c3ccccn3)CC2)cc1
→ -5	-7	-23	0	-21	1	4	5	1.8
> COc1ccc(/C=C(\NC(=O)c2ccccc2)C(=O)N/N=C/c2cccnc2)cc1
→ -6	0	-3	0	-10	2	23	-4	3.6
> CC(=O)NCCNC(=O)C1Cc2c(-c3ccccc3)ccnc2O1 (stereo not given)
→ -3	.	.	6	-8	0	12	-13	0.8
> C=CCOc1ccc(-c2nc3c(c(=O)[nH]c(=O)n3CCCC)n2C)cc1OC
→ -6	-13	-8	11	-7	0	14	-4	0.0
> Cc1c(Cl)cccc1NC(=O)Cn1c(CCC(=O)O)ccc1-c1ccc(Cl)cc1
→ -1	-3	-3	1	-14	0	5	-11	-0.3
> CC[C@]12c3[nH]c4ccc(Cl)cc4c3CCN1C(=O)[C@@H](CC(=O)NC(C)(C)C)C[C@@H]2C(=O)N1CCN(C(=O)c2ccco2)CC1
→ -3	.	-26	-44	5	2	-4	-17	-0.1
> c1ccc(-c2nc(NCC3CC3)nc3ccsc23)cc1
→ -4	.	.	-17	-9	-1	24	-2	1.0
> Cc1cc(C)c(S(=O)(=O)NCCOc2ccccc2)c(C)c1-n1cnnn1
→ -1	-19	-13	1	-9	2	15	-12	4.0
